Screening results: PubChem, National Center for Advancing Translational Sciences (NCATS)
Mito fusion yeast: qHTS Assay for Small Molecule Inhibitors of Mitochondrial Division or Activators of Mitochondrial Fusion. hit rate 0.23% among 320,000. Potency, µM (doses to about 46.1 µM), inactives show at the top dose growth rescue (activation), most hits filed as activators. AID 485298, 2010. S. cerevisiae fusion-defective mutant growth rescue, CellTiterGlo 48 h;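 further: potency means the concentration at half of the fitted maximal effect; % of control where 0% means no effect; nearly all actives have a fitted effect of over 45% in size; temperature-sensitive fusion mutants such as fzo1-1 at 37 °C on non-fermentable ethanol glycerol medium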
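S. cerevisiae fusion-defective temperature-sensitive mutants (e.g. fzo1-1, mgm1-5) grown 48 h at 37C in YPEG (ethanol/glycerol non-fermentable) medium with 23 nl compound per well; growth rescue read as CellTiterGlo luminescence.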
TSHR antagonist: Antagonists of the Thyroid Stimulating Hormone Receptor: HTS campaign; hit rate 0.2% among 330,000; TSHR-expressing cells, TSH-stimulated cAMP HTRF, 2 h; stronger effect = lower value; activity change, negative = inhibition, % at 11.5 µM;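 active means activity change below a set negative limit, meaning inhibition stronger than a set level, cut at about -70% in these data; inconclusive means activity change between two set negative limits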; further: on the % scale 0 is the no-effect control and ±100 the full control effect
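Freshly harvested TSHR cells receive pin-tooled compound, then EC80 TSH at 4nM final. After 2 hours at 37 deg C, antibody in lysis buffer and cAMP-d2 are added; 30 minutes at ambient temperature precede the HTRF read.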
KCNH2 3.1 block: qHTS for Inhibitors of KCHN2 3.1: Mutant qHTS. U2OS KCNH2 3.1, thallium flux FluxOr; stronger effect = lower value. activity change, % (tested at about 1.8 µM). hit rate 0.95% among 340,000. AID 720553, 2013;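 active means maximum activity change below -70%; inconclusive means maximum activity change from -70% to -50%; inactive means maximum activity change above -50%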;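 further: thallium influx rate constant from kinetic fluorescence after stimulation buffer; on the % scale 0 is the no-effect control and ±100 the full control effect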
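Thallium flux read-out: FluxOr dye with Red40 quencher in HBSS/HEPES, 45 min at RT. Rate constants from kinetic reads were normalized to positive and negative DMSO controls. Cells: U2OS virally expressing the 3.1 isoform.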
USP2a block: qHTS Assay for Inhibitors of Ubiquitin-specific Protease USP2a Using CHOP2 as the Reporter | Ubiquitin carboxyl-terminal hydrolase 2 (Homo sapiens), O75604 | USP2 core, Ub-CHOP2 coupled fluorogenic reporter, 485/531 | Potency, µM (series often up to 38.3 µM), for the others: top-dose activity change, negative = inhibition, hits mostly inhibitors | hit rate 0.01% among 330,000 | AID 463254, 2010;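 further: potency means the concentration at half of the fitted maximal effect; plate controls were DMSO wells for no effect and full inhibition by NEM control for full effect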
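USP2 core (10nM final) preincubated 30min RT with compound in 20mM Tris-HCl pH 8.0, 2mM CaCl2, 2mM beta-mercaptoethanol, 0.05% CHAPS; 25nM Ub-CHOP2 plus 25nM reporter substrate added, fluorescence (Ex485/Em531) read after 60min.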
TRPV1 agonist: HTS Assay for Compounds that Act as Agonists of the Vanilloid Receptor 1. AID 540275, 2011. hit rate 0.19% among 320,000. TRPV1-expressing cells, Fluo-8 calcium influx, agonist mode. activation, % at 8.33 µM. Transient receptor potential cation channel subfamily V member 1 (Homo sapiens), Q8NER1; in the data active means activation above about 80%; inconclusive means between about 30% and that limit; further: 0% is about no effect
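Fluo-8 calcium influx in TRPV1-expressing cells, kinetic read (ex 480/em 520 nm). Compound added and read 3 min for agonist activity, followed by capsaicin at EC20 final and 2 min further read for enhancement.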
ELG1 DNA repair: qHTS screen for small molecules that inhibit ELG1-dependent DNA repair in human embryonic kidney (HEK293T) cells expressing luciferase-tagged ELG1. HEK293T ELG1-luciferase reporter, luminescence, 16 h; DNA damage induced by 5-fluorouridine. Potency, µM (series often up to 46.1 µM), without a hit: at the top dose activity change, negative = inhibition, most hits filed as inhibitors. hit rate 2.3% among 330,000. AID 504467, 2011; further: potency means the concentration at half of the fitted maximal effect; on the % scale 0 is the no-effect control and ±100 the full control effect; nearly all actives have a fitted effect of over 55% in size
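Cells (2,000 per well) received 5-fluorouridine plus test compound or DMSO and were incubated 16 hr at 37 °C, 5% CO2. Luciferase activity was read by luminescence 30 min after ONE-Glo addition; signal suppression marked inhibition of damage-induced ELG1 function.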
TCR activator: Activators of T cell receptors: qHTS campaign; primary human leukocytes, anti-CD3, IL-2 HTRF, 48 h; Potency, µM (series often up to 9.22 µM), for inactives: at the top dose activation of IL-2 secretion, usual class: activators; 330,000 tested, under 10 active; further: % of control where 0% means no effect
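Activity was scored as IL-2 release from primary human leukocytes given only a TCR signal (a-CD3 beads) plus compound for 48 hr. Detection used a two-antibody HTRF format read at 665nm.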
KCNH2 WT inh: qHTS for Inhibitors of KCHN2 3.1: Wildtype qHTS; Voltage-gated inwardly rectifying potassium channel KCNH2 (Homo sapiens), Q12809; AID 720551, 2013; U2OS, BacMam KCNH2, thallium flux FluxOr; stronger effect = lower value; activity change, % at 1.84 µM; hit rate 0.37% among 340,000;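 active means maximum activity change below -70%; inconclusive means maximum activity change between -70% and -50%; inactive means maximum activity change above -50%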; further: on the % scale 0 is the no-effect control and ±100 the full control effect
Target sequence (Q12809 whole entry, looked up): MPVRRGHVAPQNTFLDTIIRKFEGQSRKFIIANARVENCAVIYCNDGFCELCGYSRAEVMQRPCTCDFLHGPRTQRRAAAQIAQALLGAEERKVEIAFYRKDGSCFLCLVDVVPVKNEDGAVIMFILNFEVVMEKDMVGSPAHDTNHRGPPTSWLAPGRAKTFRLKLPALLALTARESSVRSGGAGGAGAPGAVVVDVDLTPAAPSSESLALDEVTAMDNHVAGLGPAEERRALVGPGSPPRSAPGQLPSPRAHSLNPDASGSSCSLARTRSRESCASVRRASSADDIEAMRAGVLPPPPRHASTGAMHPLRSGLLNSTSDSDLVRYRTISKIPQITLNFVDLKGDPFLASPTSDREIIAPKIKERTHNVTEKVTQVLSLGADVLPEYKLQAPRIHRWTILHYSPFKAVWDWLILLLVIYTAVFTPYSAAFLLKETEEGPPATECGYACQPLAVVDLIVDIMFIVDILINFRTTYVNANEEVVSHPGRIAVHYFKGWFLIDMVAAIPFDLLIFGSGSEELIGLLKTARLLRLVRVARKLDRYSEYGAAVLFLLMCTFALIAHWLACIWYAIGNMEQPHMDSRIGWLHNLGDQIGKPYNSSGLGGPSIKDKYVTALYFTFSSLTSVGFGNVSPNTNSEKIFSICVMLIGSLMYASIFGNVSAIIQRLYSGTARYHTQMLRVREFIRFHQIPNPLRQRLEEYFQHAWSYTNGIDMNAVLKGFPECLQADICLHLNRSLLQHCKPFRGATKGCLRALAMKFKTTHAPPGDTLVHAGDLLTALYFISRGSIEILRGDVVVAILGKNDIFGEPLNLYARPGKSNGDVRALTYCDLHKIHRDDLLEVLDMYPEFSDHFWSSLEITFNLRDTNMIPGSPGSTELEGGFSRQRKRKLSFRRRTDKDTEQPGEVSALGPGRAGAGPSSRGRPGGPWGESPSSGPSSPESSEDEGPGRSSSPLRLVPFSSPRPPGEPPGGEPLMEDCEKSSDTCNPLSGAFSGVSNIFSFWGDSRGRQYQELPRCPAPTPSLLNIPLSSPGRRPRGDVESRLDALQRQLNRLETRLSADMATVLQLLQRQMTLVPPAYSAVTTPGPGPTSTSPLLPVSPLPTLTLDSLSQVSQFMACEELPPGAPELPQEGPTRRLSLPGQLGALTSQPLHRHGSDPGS
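U2OS cells were transduced with wild-type KCNH2 virus (2.03 x 10^8 / mL) for 4 h at room temperature, then cultured overnight at 37 C. Thallium flux was read with FluxOr dye. Rate constants were normalized to DMSO controls.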
Eya2 inh: qHTS Assay for Inhibitors of the Phosphatase Activity of Eya2; AID 488837, 2010; Potency, µM (highest dose often 76.9 µM), for inactives: at the highest dose activity, negative = inhibition, usual class: inhibitors; recombinant Eya2, OMFP fluorescence dephosphorylation (OMFP is methylfluorescein phosphate); Protein phosphatase EYA2 (Homo sapiens), O00167; hit rate 0.006% among 330,000; further: potency means the concentration at half of the fitted maximal effect; on the % scale 0 is the no-effect control and ±100 the full control effect
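Eya2 protein (added as 0.2 uM solution) was preincubated with compound for 10 min at ambient temperature in 50 mM HEPES pH 7.5, 50 mM NaCl, 5 uM MgCl2, 0.05% BSA, 1 mM DTT. OMFP (added at 50 uM) then reacted 10 min; fluorescence read at 485/525 nm.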
AT treatment: qHTS Assay for Identifying a Potential Treatment of Ataxia-Telangiectasia | […] A-T fibroblasts, KAP-1 phosphorylation AlphaLISA; neocarzinostatin DNA damage 30 min before lysis | Potency, µM (titrated, usually from 57.5 µM), for the others: at the highest dose activation, actives largely listed as activators | hit rate 0.19% among 320,000 | AID 485349, 2010; further: potency means the concentration at half of the fitted maximal effect; % of control where 0% means no effect; nearly all actives have a fitted effect of over 45% in size
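ATM-like activity read as KAP-1 phosphorylation via AlphaLISA donor/acceptor antibody pairs after lysis and 6 hr at 25C. Cells were ATM-null patient fibroblasts ([…], hTERT), dosed 60 min, then exposed to the DSB inducer NCS for 30 min.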
* hit, by the source's call; ? = inconclusive; / = no result given; [ ] = another dose, or the depositor's remark. Unless noted, the call rests on the fitted dose curve; in most records, active means well fitted curve in the direction sought with a large enough effect; inconclusive means small, poorly fitted or top-dose-only effect, or another doubt; inactive means no such curve, though single readings can be large; an effect the other way counts as inactive or inconclusive. These rows are one share of the data, so the mix of outcomes need not match the whole.

SMILES	Mito fusion yeast	TSHR antagonist	KCNH2 3.1 block	USP2a block	TRPV1 agonist	ELG1 DNA repair	TCR activator	KCNH2 WT inh	Eya2 inh	AT treatment
CCOC(=O)C1CCN(C(=O)CC2C(=O)N(Cc3ccccc3)C(C)c3nc4ccccc4n32)CC1 (centres undefined)	-2%	-15	-1	1%	10	-6%	/	4	1%	2%
CC1(c2ccc3ccccc3c2)NC(=O)N(CC(=O)NCC(C)(C)N2CCOCC2)C1=O (centres undefined)	0%	1	2	-2%	1	0%	-1%	2	-23%	0%
NC(=O)CSc1ncc(-c2ccc([N+](=O)[O-])cc2)[nH]1	?	-2	1	0%	2	?	-3%	-5	-6%	-5%
COc1cccc(C2CCCN2Cc2nc(-c3cnccn3)no2)c1 (centres undefined)	-6%	3	17	1%	-2	-4%	2%	-8	-8%	4%
CC(C)NCCOCCSc1ccc(Cl)cc1	-3%	-5	16	1%	1	-16%	4%	0	8%	-5%
Cc1ccc(C)n1Cc1ccccc1Cl	-2%	-1	-7	1%	1	7%	-1%	-6	3%	-1%
COc1ccc(NC(=O)CN(C)C(=O)Cc2coc3cc(C)c(C)cc23)cc1	7%	1	3	0%	16	?	-1%	3	7%	-5%
O=S(=O)(c1ccccc1)N1CCN(C(=S)NCCc2ccccc2)CC1	?	-5	-24	-1%	?	-5%	3%	17	7%	15%
CCOc1ccc(N(CC(=O)Nc2cccc(F)c2)S(=O)(=O)c2c(C)noc2C)cc1	4%	2	-13	-3%	/	?	2%	-6	5%	-6%
O=C(O)CCCC(=O)Nc1cccc(C(F)(F)F)c1	0%	3	-6	-1%	0	10%	6%	1	-8%	6%
C=CCn1c(COc2ccccc2OC)nc2ccccc21	-6%	-14	0	1%	10	30%	11%	20	2%	3%
CN(CC(=O)O/N=C(\N)c1ccccn1)S(=O)(=O)c1ccccc1	-1%	-12	-3	1%	-3	7%	0%	5	4%	-1%
O=C(O)c1ccc(N2C(=O)C3C4c5ccccc5C(Br)(c5ccccc54)C3C2=O)cc1 (centres undefined)	5%	-17	7	-1%	0	12%	3%	-2	1%	0%
CC1(c2cccc(Br)c2)NC(=O)N(CC(=O)Nc2ccc3c(c2)OCO3)C1=O (centres undefined)	1%	6	11	0%	30	-1%	-4%	-9	-9%	-4%
C=CCn1cc(C(=O)NCc2ccc3c(c2)OCO3)c(=O)c2cc(S(=O)(=O)N(CC)CC)ccc21	-1%	-8	-25	-12%	?	?	5%	-17	-1%	/
CC(NC(=O)c1ccccc1)c1nnc(SCC(=O)Nc2nnc(C3CC3)s2)n1C (centres undefined)	-5%	0	-3	-1%	-5	18%	0%	-6	-16%	-27%
Fc1ccc(C2Nc3cccc4cccc(c34)N2)cc1	-12%	0	19	3%	-2	10%	-8%	-10	-11%	8%
CCN(CC)c1ccc(NC(=O)COC(=O)CCC(=O)c2cccs2)cc1	1%	-8	-5	-6%	?	19%	10%	0	-3%	-10%
Cc1nn(C)cc1S(=O)(=O)Nc1ccc(C(F)(F)F)cc1	4%	-2	9	1%	-2	1%	-8%	14	-7%	37%
Cc1cccc(C)c1NC(=O)NC1(C(=O)N2CCOCC2)CCCCC1	1%	0	-6	0%	-3	6%	/	-7	-8%	1%
COc1ccc(/C=C/C(=O)NCCOc2ccccc2OC)cc1	-5%	-5	-4	2%	-3	-1%	-2%[46.1 µM]	5	-2%	-6%
O=S1(=O)N[C@@H](Cc2ccccc2)COc2cc(Br)ccc21	/	-9	5	1%	/	1%	-8%[46.1 µM]	6	-1%	7%
Cc1cccc(C2CC(c3ccc(Cl)cc3)Nc3nc(N)nn32)c1 (centres undefined)	-1%	-10	-7	-1%	-1	-1%	-4%	3	-19%	6%
C/C(CC(=O)Nc1ccc(OCc2ccccc2)cc1)=N\NC(=O)C(=O)Nc1ccccc1C	-7%	-4	4	1%	/	?	0%	2	-6%	-3%
Cc1cc(NC(=O)CCN2C(=O)/C(=C/c3ccccc3Cl)SC2=S)no1	-3%	16	5	0%	0	16%	3%[46.1 µM]	4	13%	2%

Further structures follow.
SMILES	Mito fusion yeast	TSHR antagonist	KCNH2 3.1 block	USP2a block	TRPV1 agonist	ELG1 DNA repair	TCR activator	KCNH2 WT inh	Eya2 inh	AT treatment
N#CC1=C(N)OC2=C(C(=O)CC(c3ccco3)C2)C1c1ccc(OCc2c(F)cccc2Cl)cc1 (centres undefined)	-7%	-17	-6	-11%	8	-9%	8%	4	-11%	0%
CCOc1ccc(C2C3=C(CCCC3=O)OC(N)=C2[N+](=O)[O-])cc1 (centres undefined)	2%	6	-2	3%	1	17%	-3%	1	9%	-2%
CCCn1c(C)cc(/C=C(\C#N)C(=O)OCC(=O)Nc2cccc(S(N)(=O)=O)c2)c1C	3%	-22	-4	1%	30	?	/	-1	-13%	-6%
COC(=O)C1CC(=O)c2sccc2C1 (centres undefined)	-1%	2	4	-4%	2	3%	0%[46.1 µM]	2	2%	3%
CCCn1c(C(O)c2ccc(OC)c(OC)c2)nc2ccccc21 (centres undefined)	0%	-13	-14	-2%	-3	?	12%	-11	1%	11%
CCCC(=O)NCCCc1nc2ccccc2n1C(C)C	-1%	2	-18	1%	-1	0%	3%	0	11%	4%
O=C(NC1CCCCCC1)C1CCN(c2nc3ccccc3o2)CC1	-18%	-11	-4	3%	21	?	10%	3	5%	-1%
CN(C)CC(C)(C)NS(=O)(=O)c1ccc(Cl)cc1	1%	2	12	2%	0	4%	-9%	-14	-16%	-2%
COCCn1c(=O)[nH]c2cc(C(=O)Nc3ccc(OC)c(Cl)c3)ccc2c1=O	10%	-14	3	2%	5	1%	-174%	4	0%	-2%
CC(Oc1ccc(Cl)cc1Cl)C(=O)OCC(=O)c1c(N)n(C)c(=O)n(C)c1=O (centres undefined)	11%	-6	?	3%	1	/	3%	0	6%	8%
C/C(=N/NC(=O)c1ccc(-c2ccccc2)cc1)c1cccc(O)c1	-1%	-2	-8	1%	-6	?	-6%	4	-16%	7%
CCCCn1c(N)c(N(Cc2ccccc2OC)C(=O)COc2ccc(C)cc2)c(=O)[nH]c1=O	5%	-2	7	-3%	-2	4%	-3%	16	7%	5%
O=C(Nn1cnnc1)c1ccc(Cl)c(Cl)c1	4%	9	-4	4%	1	4%	-4%	2	7%	0%
CCOc1ccc(CCNC(=O)c2cc3sccc3n2CC)cc1OCC	18%	/	-1	/	4	/	-4%	-7	/	/
Nn1c(SCC(=O)N2CCOCC2)nnc1-c1ccccc1Cl	1%	-32	15	4%	-4	23%	/	20	-13%	6%
CC1CCN(S(=O)(=O)c2ccc(NC(=O)[C@@H]3CCCN3C(=O)c3cccs3)cc2)CC1	2%	-4	-13	0%	-1	-3%	-3%	0	12%	5%
Cc1cc2nc(-c3ccc[nH]c3=O)n(Cc3ccc(F)cc3)c2cc1C	-8%	-3	-4	2%	11	17%	-9%	-2	0%	25%
COc1cc(CCCN2C(=S)NC[C@H]2Cc2ccc(O)cc2)cc(OC)c1OC	-3%	-17	18	4%	-1	?	3%	6	?	-24%
CCN(CC(=O)NCC1CCCO1)S(=O)(=O)c1ccc2ccccc2c1 (centres undefined)	1%	-3	-2	1%	-4	-28%	/	0	9%	4%
CN(CCOc1ccccc1)C(=O)c1ccc2c(c1)OCO2	-4%	8	-19	-1%	1	?	2%	-1	-11%	-1%
CCn1c(=O)n(CC)c2cc(S(=O)(=O)Nc3cc(C)cc(C)c3C#N)ccc21	-2%	-2	-4	4%	1	-1%	11%	-5	-4%	1%
COc1ccc(OC)c(CCNC(=O)Cn2sc3nc(C)cc(C)c3c2=O)c1	-5%	-26	/	0%	-5	-3%	/	/	15%	17%
COc1ccc(C(=O)/C=C/Nc2ccc(S(=O)(=O)Nc3nc(C)cc(C)n3)cc2)c(OC)c1	0%	-6	0	-1%	-4	16%	-1%	3	13%	-4%
O=C(NC1CCCCC1)C(c1ccc(F)cc1)N(Cc1ccco1)C(=O)c1ccccn1 (centres undefined)	5%	-7	4	2%	-1	-7%	0%	5	8%	2%

Single values from the entries so far.
KCNH2 3.1 block result of CN(C)CC(C)(C)NS(=O)(=O)c1ccc(Cl)cc1 stands at 12
TCR activator result of Fc1ccc(C2Nc3cccc4cccc(c34)N2)cc1 stands at -8%
